L3MBTL1 block = qHTS Assay for the Inhibitors of L3MBTL1; Lethal(3)malignant brain tumor-like protein 1 (Homo sapiens), Q9Y468; AlphaScreen L3MBTL1–H3K9me1 peptide binding; Potency, µM (series often up to 57.1 µM), for inactives: top-dose activity, negative = inhibition, actives largely listed as inhibitors; 230,000 tested, 0.66% active; active means well fitted inhibition curve with a large enough effect; inconclusive means small, poorly fitted or top-dose-only effect; inactive means no such curve, though single readings can be large or run the other way; further: nearly all actives have a fitted effect of over 60% in size
Target sequence (Q9Y468 whole entry, looked up): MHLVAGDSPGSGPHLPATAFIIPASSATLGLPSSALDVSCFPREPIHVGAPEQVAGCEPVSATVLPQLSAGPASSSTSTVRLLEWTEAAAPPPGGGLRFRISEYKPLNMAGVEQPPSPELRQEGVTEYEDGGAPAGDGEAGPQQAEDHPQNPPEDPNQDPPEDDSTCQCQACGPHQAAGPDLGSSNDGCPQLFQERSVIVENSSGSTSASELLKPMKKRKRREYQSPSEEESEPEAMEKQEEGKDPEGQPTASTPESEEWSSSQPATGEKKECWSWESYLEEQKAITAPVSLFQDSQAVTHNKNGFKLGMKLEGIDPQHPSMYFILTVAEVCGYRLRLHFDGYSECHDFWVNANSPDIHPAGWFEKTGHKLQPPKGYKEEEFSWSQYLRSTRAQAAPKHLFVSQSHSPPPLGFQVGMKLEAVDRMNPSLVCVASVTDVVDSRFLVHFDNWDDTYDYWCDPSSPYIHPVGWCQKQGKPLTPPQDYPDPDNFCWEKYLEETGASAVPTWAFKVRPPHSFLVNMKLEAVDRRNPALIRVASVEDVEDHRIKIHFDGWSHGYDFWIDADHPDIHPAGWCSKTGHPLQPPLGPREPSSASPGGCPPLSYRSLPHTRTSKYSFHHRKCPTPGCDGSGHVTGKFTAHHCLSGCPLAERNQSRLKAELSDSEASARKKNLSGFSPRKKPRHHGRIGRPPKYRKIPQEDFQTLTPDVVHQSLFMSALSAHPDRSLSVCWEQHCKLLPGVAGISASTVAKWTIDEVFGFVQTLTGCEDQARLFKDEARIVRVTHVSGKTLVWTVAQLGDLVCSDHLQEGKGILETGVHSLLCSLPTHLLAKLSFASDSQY
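Read-out is AlphaScreen signal from streptavidin donor and nickel chelate acceptor beads (10 ug/mL final each) bridging L3MBTL1 (50 nM) and biotinylated K9-monomethylated H3(1-15) peptide (75 nM), after 30 min compound exposure at room temperature.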
Starred values were filed as active, the others as inactive; ? = inconclusive; & = joins results of further samples; [ ] = another dose, or the depositor's remark. On the % scale 0 is the no-effect control and ±100 the full control effect; potency means the concentration at half of the fitted maximal effect. An excerpt; the hit share may differ from the screen's.

structure,L3MBTL1 block
O=C(NNC(=O)c1cc2ccccc2o1)c1ccc(F)cc1,9%
COc1ccccc1N(CC(=O)Nc1ccc(C)cc1Cl)S(=O)(=O)c1cccs1,2%
O=[N+]([O-])c1ccccc1S(=O)(=O)NC1CCCCCCC1,-6%
COc1ccc(C)cc1N(CC(=O)NCCSCc1cccc(Cl)c1)S(C)(=O)=O,-1%[2.29 µM]
C=CCn1c(O)c(N=Nc2ccccc2O)c2ccccc21,-14%
CC(c1ccccc1)N(C)C(=O)CN1CCN(S(=O)(=O)c2ccc3c(c2)OCCCO3)CC1 (stereo not drawn),-2%
Cc1cccc(NC(=O)CCN2CCCC(C)C2)c1 (stereo not drawn),0%
Cc1cc[n+](CC(=O)Nc2cccc(C)c2)cc1,0%
CC(=O)NCC(=O)NC1CC(C)(C)Cc2c1cnn2-c1ccccc1 (stereo not drawn),20%
Nc1cc(=O)[nH]c(SCC(=O)Nc2cccc(S(=O)(=O)N3CCCCCC3)c2)n1,2%
CC(=O)Nc1ccc(NC(=O)Cc2ccc(S(=O)(=O)N3CCCCC3)cc2)cc1,5%
CN(C)c1ccc(NC(=O)COC(=O)c2ccc3c(c2)OCO3)cc1,-7%
O=C1CC/C=C\C[C@@H](CC(=O)N(CCO)Cc2ccccc2)C(=O)NC[C@@H](c2ccccc2)O1,5%
COc1ccc(C(=O)N(Cc2ccccc2)c2ccc(C)cc2)cc1S(=O)(=O)N1CCOCC1,-6%
COc1ccc(OC)c(NC(=O)COC(=O)C2CCCCC2)c1,12%

New compounds follow
structure,L3MBTL1 block
COc1ccccc1C(=O)COC(=O)Cn1c(C)csc1=O,-3%
Cc1ccc(-c2nc(=O)[nH]c3ccc(Br)cc23)cc1,-4%
COc1ccc(N2CCN(C(=O)CSc3ncn[nH]3)CC2)cc1,-5%
Nn1c(SCC(=O)Nc2ccccc2F)nnc1-c1cccs1,10%
O=C(CCN1C(=O)c2ccccc2S1(=O)=O)N1CCN(c2cccc(Cl)c2)CC1,-6%
Nc1c(N(Cc2ccco2)C(=O)c2ccccc2F)c(=O)[nH]c(=O)n1Cc1ccccc1,-2%
O=C(NCc1ccccn1)C(=O)Nc1cc2c3c(c1)CC(=O)N3CCC2,-11%
COc1ccccc1OCCNC(=O)CNC(=O)c1ccc(Cl)c(Cl)c1,-5%
COc1cccc(CN2CCN(Cc3ccc4cccc(F)c4n3)CC2CCO)c1 (stereo not drawn),-5%
COc1ccccc1C(=O)NC(CCSC)C(=O)NNC(=O)c1ccccc1C (stereo not drawn),-4%
O=C(Nc1ccccc1C(=O)O)c1cccc(NC(=O)c2ccccc2Br)c1,-2%
Cc1ccc(CS(=O)(=O)c2cn(CC(=O)Nc3ccon3)c3ccccc23)cc1,-12%
Cc1cccc(NS(=O)(=O)c2cccc(C(=O)N3CCCC3)c2)c1,6%
Cc1ccc(-n2ccnc(SCC(=O)NC3CCCCC3)c2=O)cc1F,-8%
CN(CC(=O)Nc1ccccc1Cl)C(=O)Cn1cc(C(F)(F)F)cc(Cl)c1=O,3%

Ordered by number of heavy atoms (smallest number first): some entries from above
structure,L3MBTL1 block
COc1ccccc1C(=O)COC(=O)Cn1c(C)csc1=O,-3%
Cc1ccc(-n2ccnc(SCC(=O)NC3CCCCC3)c2=O)cc1F,-8%
Cc1ccc(CS(=O)(=O)c2cn(CC(=O)Nc3ccon3)c3ccccc23)cc1,-12%
COc1cccc(CN2CCN(Cc3ccc4cccc(F)c4n3)CC2CCO)c1 (stereo not drawn),-5%

More records follow.
structure,L3MBTL1 block
O=C(NC(=S)N1CCOCC1)c1cn(-c2ccccc2)nc1-c1ccc(F)cc1,-6%
CC(C)NC(=O)N(C)C[C@H]1Oc2c(NC(=O)c3ccc(-c4nccs4)cc3)cccc2C(=O)N([C@@H](C)CO)C[C@H]1C,6%
O=C(c1cc(Cl)ccc1Cl)N1CCc2ccccc21,8%
CC(C)CCN1C(=O)c2ccc(C(=O)OCC(=O)N(CC(C)C)C3CCS(=O)(=O)C3)cc2C1=O (stereo not drawn),2%
O=C(OC1CCCCC1=O)c1cccc(S(=O)(=O)N2CCCCC2)c1 (stereo not drawn),2%
Cc1ccc2c(c1)CCCN2C(=O)CCc1nc2ccccc2c(=O)[nH]1,-2%
CCCn1c(SCC(=O)Nc2cccnc2Cl)n[nH]c1=O,-2%
CC1(C)CC(=O)C=C(Nc2ccc(O)c(C(=O)O)c2)C1,-5%
CNc1ccc(C(=O)OCC(=O)NC(=O)NC2CCCCC2)cc1[N+](=O)[O-],-6%
CC1CCCC(C)N1C(=O)COC(=O)c1cc(=O)[nH]c2ccccc12 (stereo not drawn),-6%
CCC(C)Sc1ccc([C@H]2N[C@@](C)(C(=O)OC)[C@H]3C(=O)N(C)C(=O)[C@@H]23)cc1 (stereo partly drawn),4%
COc1cc(-c2nnc(COC(=O)c3ccc(C)o3)o2)cc(OC)c1OC,-4%
COc1cc(-c2noc(C)c2C(=O)NCCO)cc(OC)c1OC,12%
Cc1ccc(NC(=O)CCc2ccc(S(=O)(=O)N3CCOCC3)cc2)c(O)c1,-1%
O=C(COC(=O)c1cnccn1)NCCc1ccc(Cl)cc1,4%

Remaining list, next part:
structure,L3MBTL1 block
CC(C)(C)OC(=O)N[C@@H](COCc1ccccc1)C(=O)N[C@@H](CO)[C@H](O)[C@@H]1C[C@@H]1C(=O)N1CCCC1,-6%
CCOC(=O)C1CCCN(S(=O)(=O)CCNC(=O)c2ccc3c(c2)OCO3)C1 (stereo not drawn),2%
CC(C)CN(C(=O)COC(=O)C1=COCCO1)c1c(N)n(Cc2ccccc2)c(=O)[nH]c1=O,13%
CCCc1[nH]c2ccc(C#N)cc2c1CCC,3%
Cc1cc(C(=O)CCC(=O)N2CCN(S(=O)(=O)c3ccccc3)CC2)c(C)s1,0%
CCOC(=O)[C@H]1[C@H]2COc3cc(OC)ccc3[C@@H]2N2C(=O)c3cc(F)ccc3NC(=O)[C@@]12C,-4%
CCC(C)n1c(-c2cccc(S(=O)(=O)N3CCOCC3)c2)n[nH]c1=S (stereo not drawn),4%
Cc1ccc(CNc2c(C=O)c(=O)[nH]c3ccccc23)cc1,2%
O=C(Cc1ccc([N+](=O)[O-])cc1)NC1CCCCCC1,6%
CN(c1ccccc1)S(=O)(=O)c1ccc(Cl)c(C(=O)NCc2ccco2)c1,-6%
COc1ccc(Cl)cc1NC(=O)CN(C)C(=O)c1cc2c(F)cccc2s1,6%
CC(C(=O)Nc1ccc(C(F)(F)F)cc1)N(C)CC(=O)N1CCN(Cc2ccccc2)CC1 (stereo not drawn),-5%
CC1=C(C(=O)O)N2C(=O)C(NC(=O)c3c(F)cccc3F)C2SC1 (stereo not drawn),4%
CC[C@@]12C(=O)N(c3cccc(F)c3)C(=O)N1[C@H](c1ccc(Br)cc1)[C@@H]1C(=O)N(C(C)(C)C)C(=O)[C@@H]12,6%
NC(=O)C1CCN(Cc2ccc(OCc3ccccc3)cc2)CC1,1%

Other records
structure,L3MBTL1 block
CCN1C(=O)[C@H]2[C@H]3CN=C(SCC4CC4)N3[C@@](Cc3ccccc3)(C(=O)OC)[C@H]2C1=O,19%
COc1ccc(C(=O)C(C)Sc2nnc(C3CC3)n2C2CC2)cc1 (stereo not drawn),-2%
Cc1csc(CNc2ncnc3ccc(-c4cccc(Cl)c4)cc23)c1,-6%&-5%
Cc1c(/C=C2\NC(=O)NC2=O)c2ccccc2n1C,4%[2.29 µM]
CCOC(=O)N1CCN(C(=O)/C=C/c2ccc(OC)cc2)CC1,6%
Cc1ccccc1N1CCN(CC(=O)Nc2ccccc2C(=O)NC2CC2)CC1,-2%
CCN1CCN(c2ccc(S(=O)(=O)N3CCOCC3)cc2NC(=O)c2ccc(F)cc2Cl)CC1,-12%
CN(Cc1ccccc1)c1nc2c(c(=O)[nH]c(=O)n2C)n1Cc1ccccc1F,1%
O=C(COC(=O)c1cccc(F)c1)NCCC1=CCCCC1,-1%
CCN(CC(=O)Nc1ccc(NC(C)=O)cc1)C(=O)COc1ccc2ccccc2c1,-1%
CCN(C[C@H]1N[C@@](CC)(C(=O)OC)[C@H]2C(=O)N(C)C(=O)[C@@H]12)C(C)=O,10%
O=C(Nc1cccc(S(=O)(=O)N2CCCCC2)c1)c1cc([N+](=O)[O-])ccc1N1CCOCC1,-10%
CCCn1nc(C(=O)Nc2ccc3nc(N4CCOCC4)sc3c2)ccc1=O,2%
O=C(COC(=O)c1ccccc1Br)Nc1nnc(-c2ccccc2)o1,8%
CN(CC(=O)Nc1ccc(F)cc1)C(=O)COC(=O)/C=C/c1cccs1,-6%

(list continues)
structure,L3MBTL1 block
CC1(C)NC(=O)N(CC(=O)N2CCN(c3cccc(C(F)(F)F)c3)CC2)C1=O,4%
CCN1C(=O)[C@H]2[C@@H](c3ccc(-c4ccc(F)cc4)c(OC)c3)N[C@@](CC(C)C)(C(=O)OC)[C@H]2C1=O,0%
CCCCn1c(C2CCCCC2)nc2cc3[nH]c(=O)c(C(C)C)nc3cc21,-13%
C[C@H]1CN(Cc2ccccc2)C(=O)[C@@H]1CC(=O)NCc1ccccc1,-1%
NS(=O)(=O)c1ccc(CCNC(=O)c2cc([N+](=O)[O-])ccc2N2CCOCC2)cc1,-1%
Cc1ccc2nc(-c3ccc(-c4cccc(Cl)c4)cc3)c(NCc3ccccc3)n2c1,-5%
COc1ccc(C2NC(=O)CCC2[N+](=O)[O-])c(OC)c1OC (stereo not drawn),3%
Cc1cccn2c(=O)nc(SCC(=O)N3CC(C)OC(C)C3)nc12 (stereo not drawn),-6%
COc1cc2cnc(-c3ccsc3)cc2cc1OC,0%
COC(=O)Cn1c(CN(C)Cc2ccccc2)nc2c1c(=O)n(C)c(=O)n2C,3%
CN1CCN(CC(=O)NC(=O)NC2CCCCC2)CC1,2%
CCN(CC)c1ccc(NC(=O)CCN2C(=O)c3ccccc3S2(=O)=O)c(C)c1,-6%
CC(C)(C)C(=O)Nc1ccc(S(=O)(=O)N2CCC(c3nc4ccccc4[nH]3)CC2)cc1,0%
NC(=O)CC(NC(=O)Cc1ccc(Cl)cc1)c1ccc(NC2CCCCCCC2)c([N+](=O)[O-])c1 (stereo not drawn),-7%
CN(CCc1ccccc1)C(=O)c1ccc(NC(=O)Cc2cccc([N+](=O)[O-])c2)cc1,-8%

Four compounds drawn at random from those above, as already listed:
structure,L3MBTL1 block
Cc1cccn2c(=O)nc(SCC(=O)N3CC(C)OC(C)C3)nc12 (stereo not drawn),-6%
C[C@H]1CN(Cc2ccccc2)C(=O)[C@@H]1CC(=O)NCc1ccccc1,-1%
COc1cc2cnc(-c3ccsc3)cc2cc1OC,0%
CN(CCc1ccccc1)C(=O)c1ccc(NC(=O)Cc2cccc([N+](=O)[O-])c2)cc1,-8%

The results go on.
structure,L3MBTL1 block
COc1cccc2cc(C(=O)N3CC(C)OC(C)C3)c(=O)oc12 (stereo not drawn),-1%
COc1ccccc1NC(=O)C(C)OC(=O)c1nc2nc(C)cc(C)n2n1 (stereo not drawn),-7%
Cc1cc(C)n(-c2ccc(C(=O)NCC(=O)Nc3cc(Cl)ccc3Cl)cc2)n1,-1%
CCC(NC(=O)C1CCCC1)c1ccc(C)cc1 (stereo not drawn),7%
CCCCn1c(N)c(N(CCOC)C(=O)c2cccc(S(=O)(=O)N3CCCCC3)c2)c(=O)[nH]c1=O,7%
COc1ccc(N2CCN(C3CCCN(Cc4cccc(OC)c4)C3)CC2)cc1 (stereo not drawn),-1%
CCN(CC(=O)Nc1ccccc1C(F)(F)F)C(=O)c1ccccc1Sc1ccccc1C#N,-2%
CC1CCCC(C)N1CC(O)COC1CCC(C(C)(C)C)CC1 (stereo not drawn),12%
COc1ccc([C@H]2CC(=O)C=C(c3ccc(C(F)(F)F)c(C(F)(F)F)c3)C2)cc1OC,0%
COc1ccc(C(CNC(=O)c2ccc(Cl)c(S(=O)(=O)N3CCCC3)c2)N2CCCC2)cc1 (stereo not drawn),-6%
CCCn1c(NC(=O)CN2C(=O)NC3(CCCC3)C2=O)nc2ccccc21,?
CC(Sc1nnnn1-c1cccc(F)c1)C(=O)NC1CCCC1 (stereo not drawn),-2%
Cc1cc(C)nc(OC(C(=O)O)C(OCCC(C)C)(c2ccccc2)c2ccccc2)n1 (stereo not drawn),-4%
Cn1c(=O)[nH]c(=O)c2c1nc(N1CCCCC1)n2CC(O)COc1ccccc1 (stereo not drawn),6%
CCN1CCN(c2ccc(S(=O)(=O)N3CCCCC3)cc2NC(=O)CC(NC(C)=O)c2ccccc2)CC1 (stereo not drawn),-3%

Later entries:
structure,L3MBTL1 block
COc1ccc([C@@H]2[C@@H]3C(=O)N(C(C)(C)C)C(=O)[C@@H]3[C@]3(Cc4ccccc4)C(=O)N(c4cccc(F)c4)C(=O)N23)cc1,-8%
COc1ccc(NC(=O)Nc2ccc3c(c2)CC(=O)N([C@H](C)CO)C[C@@H](C)[C@H](CN(C)C(=O)Nc2ccccc2)O3)cc1,-6%
C#CCOc1ccc(C2C3=C(CC(C)(C)CC3=O)N(CC(=O)O)C3=C2C(=O)CC(C)(C)C3)cc1,3%
COC(=O)CCC(=O)N1CCCC(N2CCN(c3cccc(C(F)(F)F)c3)CC2)C1 (stereo not drawn),0%
O=C1CC2(CCN(C(=O)c3ccccc3[N+](=O)[O-])CC2)Oc2ccccc21,12%

High-throughput results as filed in PubChem.
